SENP8 block-1 = blocks human SENP8 cleavage of Nedd8 substrate; AID 602440; recombinant SENP8, Nedd8 substrate fluorescence; actives 0.64% (n = 360,000); inhibition, % at 20 µM; in the data active means inhibition mostly above about 40%, no sharp cut-off; inactive means mostly below about 27%
Target sequence (Q96LD8 whole entry, looked up): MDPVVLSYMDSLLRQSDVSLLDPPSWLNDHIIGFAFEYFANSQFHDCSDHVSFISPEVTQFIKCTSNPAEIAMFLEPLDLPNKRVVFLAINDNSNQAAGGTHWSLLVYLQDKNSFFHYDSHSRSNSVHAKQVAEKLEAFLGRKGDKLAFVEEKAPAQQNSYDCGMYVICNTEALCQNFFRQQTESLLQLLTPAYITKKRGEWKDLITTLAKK
A3G deaminase = blocks human APOBEC3G single-stranded DNA deamination. Q9HC16. recombinant A3G, ssDNA deamination FAM/TAMRA fluorescence. inhibition, % at 20 µM. actives 0.28% (n = 330,000). AID 493012;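 active means inhibition of at least 40% at 20 µM, with no more than 30% in the related APOBEC3A deaminase screen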;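 further: plate controls were DMSO wells with A3G for no effect and wells lacking A3G enzyme for full effect; some compounds called inactive have numbers as strong as hits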
SENP8 block-2 = inhibitors of human SENP8 protease; purified SENP8, Z-RLRGG-aminoluciferin cleavage, luminescence; inhibition, % at 10 µM; actives 1.2% (n = 330,000); AID 2540; in the data active means inhibition above about 50%
UBC13 inh = blocks human UBC13 polyubiquitin chain formation; TR-FRET; inhibition, % at 20 µM; actives 0.47% (n = 330,000); in the data active means inhibition above about 45%, passing the limit was not always enough
Target sequence (P61088 whole entry, looked up): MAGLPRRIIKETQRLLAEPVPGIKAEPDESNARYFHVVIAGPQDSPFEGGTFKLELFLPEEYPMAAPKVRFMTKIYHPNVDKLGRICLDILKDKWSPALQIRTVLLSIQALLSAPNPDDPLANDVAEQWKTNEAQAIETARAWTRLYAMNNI
SENP6 block = inhibitors of human SENP6 protease; Q9GZR1; actives 1.8% (n = 330,000); inhibition, % at 10 µM; AID 2599; Recombinant SENP6 catalytic domain, aminoluciferin luminescence;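 active means inhibition above about 50% at the single tested dose, limit read from the data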;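 further: plate controls were DMSO wells with enzyme for no effect and DMSO wells lacking enzyme for full effect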
Apaf-1 inh = human Apaf-1 inhibition. O14727. reconstituted apoptosome caspase-3 activity, DEVD-Rh110 fluorescence. inhibition, % at 20 µM. actives 0.71% (n = 330,000). AID 489030; active means inhibition of at least 40% at 20 µM;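 further: plate controls were DMSO wells for no effect and DEVD-CHO caspase inhibitor wells for full effect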
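Material: biochemical Apaf-1 apoptosome reconstitution. Medium: Hepes buffer, pH 7.5. Also added: cytochrome c activation, bis-DEVD rhodamine 110 substrate. Timing: 30 min compound preincubation, 50 min activation, room temperature. Measured by: rhodamine 110 fluorescence at Ex 480/Em 540 nm.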
SENP7 inh = SENP7 protease inhibition; recombinant SENP7, Z-RLRGG-aminoluciferin luminescence, 40 min; AID 434973; Q9BQF6; actives 1.5% (n = 330,000); inhibition, % at 5 µM;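 active means inhibition above about 50% at the single test dose, limit read from the data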;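 further: plate controls were DMSO with enzyme for no effect and no enzyme buffer wells for full effect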
Target sequence (Q9BQF6 706-1050 limits assumed): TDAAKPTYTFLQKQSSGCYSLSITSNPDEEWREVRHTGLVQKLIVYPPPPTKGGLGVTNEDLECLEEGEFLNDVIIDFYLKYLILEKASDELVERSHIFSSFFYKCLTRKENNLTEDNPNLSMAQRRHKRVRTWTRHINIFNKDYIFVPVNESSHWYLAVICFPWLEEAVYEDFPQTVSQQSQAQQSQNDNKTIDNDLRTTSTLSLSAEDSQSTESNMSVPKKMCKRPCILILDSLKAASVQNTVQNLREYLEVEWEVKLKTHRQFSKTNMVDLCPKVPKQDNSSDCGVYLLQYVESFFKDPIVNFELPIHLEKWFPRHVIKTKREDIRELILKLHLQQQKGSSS
SENP1 FRET inh = SENP1 (human) catalytic domain inhibition | Q9P0U3 | recombinant SENP1 catalytic domain, CyPet-SUMO1-YPet FRET cleavage | inhibition, % at 10 µM | actives 0.21% (n = 360,000);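 active means inhibition at least 30% at 10 µM, raw YFP signal under a set limit, fluorescence ratio 0.5 to 1.5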;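 further: 0% = enzyme with DMSO and 100% = no enzyme wells; some results filed as inactive read as strong as hits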
Target sequence (Q9P0U3 419-644 limits assumed): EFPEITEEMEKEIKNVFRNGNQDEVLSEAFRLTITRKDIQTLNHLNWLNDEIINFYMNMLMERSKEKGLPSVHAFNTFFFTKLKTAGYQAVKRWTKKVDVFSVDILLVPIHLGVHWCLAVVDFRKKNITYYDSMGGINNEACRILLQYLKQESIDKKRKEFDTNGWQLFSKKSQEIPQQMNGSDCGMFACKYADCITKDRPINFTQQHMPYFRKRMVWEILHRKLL
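Assay system: hSENP1 catalytic domain, recombinant. Amount: SENP1 enzyme, 20 pM final. Schedule: 50 min reaction, RT, dark. Technique: FRET, CFP and YFP emission. Control set: no-enzyme wells low, DMSO-plus-enzyme wells high control.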
* marks the source's active call; other numbers are inactive results.

A first look:
SMILES | SENP8 block-1 | A3G deaminase | SENP8 block-2 | UBC13 inh | SENP6 block | Apaf-1 inh | SENP7 inh | SENP1 FRET inh
Cc1cccc(CSc2nnc(N)n2-c2ccccc2)c1 | 20 | -6 | -1 | 0 | 3 | -1 | 6 | 2
Cc1ccc(CNC(=O)c2c(-c3ccccc3)sc3ccccc23)o1 | 11 | -3 | -4 | 10 | 0 | 20 | 5 | 0

The whole of this part, from the start:
SMILES | SENP8 block-1 | A3G deaminase | SENP8 block-2 | UBC13 inh | SENP6 block | Apaf-1 inh | SENP7 inh | SENP1 FRET inh
Cc1cccc(CSc2nnc(N)n2-c2ccccc2)c1 | 20 | -6 | -1 | 0 | 3 | -1 | 6 | 2
Cc1ccc(CNC(=O)c2c(-c3ccccc3)sc3ccccc23)o1 | 11 | -3 | -4 | 10 | 0 | 20 | 5 | 0
CC(C)n1nnnc1SCC(=O)Nc1ccc2c(c1)OCO2 | 8 | -1 | 6 | 3 | 9 | -4 | 5 | -1
COCc1ccc(CN2CCC(N3CCC(C(=O)N4CCCC4)CC3)CC2)o1 | 6 | -6 | -14 | -7 | 3 | -5 | 14 | -3
CCOc1ncccc1C(=O)Nc1ccc(OC)c(S(=O)(=O)N2CCCCC2)c1 | 8 | -3 | 3 | 12 | -15 | -7 | 0 | 2
CCOC(=O)N1CCC(NC(=O)CSCc2nc(-c3ccccc3Cl)oc2C)CC1 | 15 | -1 | -7 | -3 | -13 | 11 | 2 | 1
CN1CCC(=C(c2ccc(Cl)cc2)c2ccccn2)CC1 | 7 | -12 | -15 | -9 | -54 | 5 | -6 | -10
CCCCCCCCCc1nc2sc3c(c2c(=O)n1NC(=O)c1ccc([N+](=O)[O-])cc1)CC(C)(C)OC3 | 8 | -8 | -8 | -44 | 1 | 14 | -4 | 2
Cc1ccc(S(=O)(=O)NNC(=O)c2ccc3ccccc3n2)cc1 | 10 | -4 | -3 | -4 | -6 | 8 | 1 | -2
NNC(=O)COc1ccc(-c2n[nH]c(C(F)(F)F)c2-c2ccc(Br)cc2)c(O)c1 | 6 | -5 | -9 | 5 | -3 | 22 | -4 | 2
Clc1ccc(CNc2nnnn2-c2ccccc2)c(Cl)c1 | 24 | -3 | -4 | -2 | 2 | 14 | -1 | -1
Cc1[nH][nH]c(=O)c1C=NCc1ccc(Cl)cc1 | 17 | -6 | 1 | -2 | -17 | -9 | 1 | 0
COc1ccc(NC(=O)CSC2=NC(=O)CC(C)=N2)cc1 | 9 | -2 | -3 | -3 | -21 | -29 | -5 | 2
COCc1cc(Sc2ccc(Br)cc2)nc(-c2ccccc2)n1 | 12 | -5 | -3 | -1 | 12 | 7 | -4 | 1
COc1ccc(C(=O)OCC(=O)Nc2ccc3[nH]c(=O)[nH]c3c2)cc1 | -9 | 29 | -3 | -10 | -10 | 0 | 5 | -1
CC(C)(C)CC(=O)Nc1cc(S(=O)(=O)N2CCCCCC2)ccc1Cl | 10 | -7 | -5 | -6 | -8 | 2 | 4 | 2
Cc1ccc(S(=O)(=O)NCCC(=O)OCC(=O)N(Cc2ccccc2)C(C)(C)C)cc1C | 1 | -6 | 24 | 1 | -4 | 22 | -4 | 2
CCCS(=O)(=O)c1nc(S(=O)(=O)c2ccc(C)cc2)c(N2CCCC(C)C2)s1 (stereo not drawn) | 4 | -3 | 5 | -2 | 14 | 17 | 9 | 1
O=C(COC(=O)/C=C/c1ccc(F)cc1)Nc1cc(C(F)(F)F)ccc1N1CCOCC1 | 4 | -2 | -4 | 7 | -3 | 28 | 2 | 2
Nc1ccc(S(=O)(=O)Nc2nccc(/C=C/c3cccc(Br)c3)n2)cc1 | 10 | 4 | -2 | -6 | -16 | 11 | 8 | 0
Cc1ccc(S(=O)(=O)CCC(=O)Nc2nc(-c3ccccn3)cs2)cc1 | -7 | -2 | 0 | -35 | -17 | -4 | -8 | -2
COc1ccc(C(=O)N(Cc2nc(-c3ccc(C)cc3)no2)C2CCCCC2)cc1OC | 13 | 0 | 1 | 0 | 12 | 25 | 0 | 3
FC(F)(F)c1nc(N2CCCC2)ncc1-c1nnnn1-c1ccccc1 | -9 | -3 | 6 | 2 | 6 | 20 | 4 | 3
O=C(Nc1cccc(Cl)c1)Nc1cccc(Cl)c1 | 14 | -1 | -22 | -4 | -21 | 11 | -8 | 2
CC(C)CC1NC(=O)N(CC(=O)Nc2ccc3c(c2)OCCO3)C1=O (stereo not drawn) | 16 | -6 | 2 | 3 | 16 | 2 | 1 | 3
(cont.)
SMILES | SENP8 block-1 | A3G deaminase | SENP8 block-2 | UBC13 inh | SENP6 block | Apaf-1 inh | SENP7 inh | SENP1 FRET inh
Cc1c(NC(=O)c2cccs2)cccc1C(=O)O | 20 | -4 | 8 | 0 | 30 | 2 | 21 | 0
COCc1c(C#N)c(NCCc2ccccc2)nc(C)c1[N+](=O)[O-] | 3 | -9 | -7 | -5 | -20 | 24 | -6 | -2
COc1ccc(N2CCN(C(=O)c3ccc(CS(=O)Cc4ccc(C)cc4)o3)CC2)cc1 (stereo not drawn) | 9 | 20 | -2 | 2 | -4 | 4 | 5 | 3
CCCn1c(SC(C)C(=O)NC2CCCC2)n[nH]c1=O (stereo not drawn) | 15 | -2 | 9 | 2 | 4 | -2 | -1 | 1
CC1CC(C)CN(CC(=O)Nc2cc(S(=O)(=O)N3CCOCC3)ccc2N2CCCC2)C1 (stereo not drawn) | 1 | -3 | -1 | 7 | 10 | 1 | 9 | -2
CCCCn1c(N)c(N(CCOC)C(=O)c2ccc(S(=O)(=O)N(CC)c3ccccc3)cc2)c(=O)[nH]c1=O | -1 | -5 | -1 | 5 | 1 | 7 | -5 | -2
Cc1ccccc1C1NC(=O)c2ccccc2O1 (stereo not drawn) | -9 | -8 | -8 | -3 | -19 | -13 | 9 | 2
CSCC(C)N1CCC(n2nccc2NC(=O)CCOc2ccccc2)CC1 (stereo not drawn) | -3 | 12 | -1 | -3 | -16 | 11 | 11 | -21
CC(=O)Nc1nnc(S(N)(=O)=O)s1 | 9 | -5 | 13 | 4 | -8 | -10 | -6 | 0
Nc1cc(=O)[nH]c(SCC(=O)NC2CCCCCCC2)n1 | 5 | -4 | -10 | -10 | -9 | -4 | 1 | 0
CCOC(=O)c1c(S(=O)(=O)NCC(C)c2ccccc2)c(C)n(C)c1C (stereo not drawn) | 10 | -5 | -3 | -8 | 4 | 19 | -12 | -1
CCCCn1c(N)c(N(CC)C(=O)CCNC(=O)NC23CC4CC(CC(C4)C2)C3)c(=O)[nH]c1=O | 14 | -3 | 8 | 5 | 2 | 4 | 2 | 2
Cc1cccc(/C=N/NC(=O)CNc2cccc3ccccc23)n1 | -135 | -1 | 49 | -78 | 78* | 9 | 23 | -13
CCOC(=O)N1CCN(S(=O)(=O)N2CCCC(C(=O)NCc3ccc(OC)cc3OC)C2)CC1 (stereo not drawn) | 13 | -9 | -12 | 7 | -16 | -1 | -1 | 0
COC(=O)c1cc(=O)n(CCc2ccccc2F)c(=Nc2ccc(F)c(Cl)c2)s1 | 10 | -1 | -5 | -8 | -22 | 29 | 4 | 2
CCN(c1ccccc1)S(=O)(=O)c1ccc(Oc2ccc(-n3ccnc3)cc2)nc1 | 5 | -1 | -4 | 6 | -5 | 11 | -2 | -1
CCCc1nc(NCCO)c(C#N)c2c1CCCC2 | -156 | -7 | -5 | 1 | 5 | 3 | 6 | 1
Nc1c(C(=O)Nc2ccc3c(c2)OCCO3)nnn1Cc1cccc(F)c1 | 0 | -7 | -15 | 5 | 13 | 11 | 8 | 2
CCCn1nnc(NC(=O)c2ccc(F)cc2)n1 | 24 | 6 | -5 | 0 | -8 | -10 | 4 | 1
CC(=O)Nc1ccc(CN2CCN(Cc3ccc(F)c(F)c3)C(CCO)C2)cc1 (stereo not drawn) | -6 | -1 | 2 | 5 | 0 | -2 | -5 | 1
Cn1c(=O)c2c(nc(N3CCc4ccccc4C3)n2Cc2ccccc2F)n(C)c1=O | 8 | -2 | 2 | 10 | -11 | 10 | -3 | -1
Cc1ccc(S(=O)(=O)N2CCCC2)cc1C(=O)NCc1ccccc1CN1CCCC1 | 16 | -4 | -10 | -5 | -15 | 11 | -12 | -1
CC(=O)Oc1ccccc1C(=O)NC(C)CCc1ccccc1 (stereo not drawn) | -15 | -10 | -5 | 4 | -3 | -8 | 9 | 3
COc1cc(S(=O)(=O)n2c(C)nc3ccccc32)ccc1F | 7 | -2 | 3 | 4 | -10 | 0 | 9 | 2
C/C(CCc1ccc2c(c1)OCO2)=N\NC(=O)c1ccccc1Br | 13 | -4 | -3 | 6 | 2 | 1 | 7 | 2

Next part, overlapping the part above by 3 compounds.
SMILES | SENP8 block-1 | A3G deaminase | SENP8 block-2 | UBC13 inh | SENP6 block | Apaf-1 inh | SENP7 inh | SENP1 FRET inh
CC(=O)Oc1ccccc1C(=O)NC(C)CCc1ccccc1 (stereo not drawn) | -15 | -10 | -5 | 4 | -3 | -8 | 9 | 3
COc1cc(S(=O)(=O)n2c(C)nc3ccccc32)ccc1F | 7 | -2 | 3 | 4 | -10 | 0 | 9 | 2
C/C(CCc1ccc2c(c1)OCO2)=N\NC(=O)c1ccccc1Br | 13 | -4 | -3 | 6 | 2 | 1 | 7 | 2
COc1ccc(Cc2nnc(NC(=O)c3cccc([N+](=O)[O-])c3)s2)cc1 | 14 | -12 | -15 | -5 | -19 | 19 | -9 | 4
O=C(NCCOc1nc(N2CCOCC2)nc(N2CCOCC2)n1)Nc1ccc(Cl)cc1 | 9 | -4 | -1 | 4 | -9 | -14 | 1 | 1
CC(C)c1ccc(NC(=O)C(c2ccccc2)N2CCC3(CC2)OCCO3)cc1 (stereo not drawn) | 2 | -7 | 4 | -1 | 11 | -9 | 2 | 0
Cc1ccc(S(=O)(=O)N2CCN=C2SCc2cccnc2)cc1 | 4 | -5 | -5 | 15 | -8 | -8 | 7 | -1
COc1c(OC2OC(C(=O)O)C(O)C(O)C2O)cc(O)c2c(=O)cc(-c3ccccc3)oc12 (stereo not drawn) | 20 | -2 | -9 | -9 | -6 | 4 | -11 | 2
Cc1c(O)c(S(=O)(=O)c2ccccc2)c(=O)n(-c2ccccc2)c1-c1ccccc1 | 14 | -7 | 3 | -5 | -9 | 0 | 7 | -7
CCN(CC)CCNC(=O)CS(=O)Cc1nc(-c2ccc(C)cc2)oc1C (stereo not drawn) | 12 | -8 | -8 | -5 | -18 | 4 | -8 | 0
CCOC(=O)c1sc(=S)n(-c2ccccc2)c1N | 9 | -5 | 2 | 10 | -22 | 2 | 1 | 3
CCOC(=O)/C=C1/N(C)c2ccccc2C1(C)C | 8 | -3 | -2 | -2 | -8 | -3 | 6 | 1
CCOC(=O)C(NC(=O)c1cccc(Cl)c1)(Nc1sc2c(c1C(N)=O)CCC2)C(F)(F)F (stereo not drawn) | -1 | -11 | -6 | 3 | -16 | -5 | -4 | -20
COc1ccc(Cc2nnc(NC(=O)CS(=O)(=O)Cc3ccccc3)s2)cc1 | 0 | -4 | -7 | -9 | -12 | 1 | 12 | -2
CCOC(=O)C1CCN(C(=O)C2CCN(c3nc4ccc(OC)cc4s3)CC2)CC1 | 15 | -1 | -3 | 3 | -10 | 12 | 5 | 3
O=C(N/N=C/c1c[nH]c2ccccc12)c1ccc2c(c1)OCCO2 | -116 | -4 | 31 | 2 | 54* | 17 | 48 | -1
COC(=O)CN(C#N)c1nc(NC(C)C)nc(OC)n1 | 2 | 6 | -4 | 9 | -23 | 1 | 9 | 4
Cc1cc(C(=O)NC2CC(C)(C)Cc3c2cnn3-c2ccc(F)cc2)no1 (stereo not drawn) | 12 | -6 | -2 | 0 | 3 | 11 | 3 | 1
CCCc1nc2ccccc2n1CCOc1ccccc1 | 42* | -2 | -4 | 9 | -10 | 15 | 8 | 1
CCOc1ccc2nc(-c3ccccc3)nc(SCC(=O)Nc3ncc(C)s3)c2c1 | -2 | -6 | 0 | 29 | 5 | -4 | 6 | -3
Cc1ccc(CSc2nnc(C(F)(F)F)n2Cc2ccc(F)cc2)cc1 | 19 | -5 | 2 | 2 | 22 | 4 | 9 | 1

Compounds as they come; overall some 3.6% were active at least once.
